From PubChem
HTR5A inv ag: counter-screen for OPRM1-OPRD1 inverse agonists: human HTR5A inverse agonism. P47898. HTR5A cell line, luminescence. inhibition, % at 9.3 µM. 340,000 compounds, 0.083% hits. AID 504634; in the data active = inhibition mostly above about 23%, no sharp cut-off; inactive = mostly below about 18%;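 note: 0% = cells with DMSO and 100% = no-cell wells with DMSO; some compounds called inactive have numbers as strong as hits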
Target sequence (P47898 whole entry, looked up): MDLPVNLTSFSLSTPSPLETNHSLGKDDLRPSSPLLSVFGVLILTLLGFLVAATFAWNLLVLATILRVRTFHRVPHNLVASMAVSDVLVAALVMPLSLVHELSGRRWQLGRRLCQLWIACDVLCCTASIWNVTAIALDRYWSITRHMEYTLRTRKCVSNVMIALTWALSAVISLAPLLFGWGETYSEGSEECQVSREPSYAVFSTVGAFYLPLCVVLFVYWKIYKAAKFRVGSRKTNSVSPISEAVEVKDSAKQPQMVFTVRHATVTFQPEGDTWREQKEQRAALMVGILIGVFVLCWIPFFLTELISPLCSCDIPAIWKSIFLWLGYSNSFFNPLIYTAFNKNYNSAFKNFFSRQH
Tat export inh: blocks Tat-dependent protein export in E. coli | E. coli MC4100 TorA-mCherry Tat export, fluorescence | inhibition, % at 10 µM | 340,000 compounds, 0.036% hits;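 active = mean replicate inhibition at least 50% and at least half of replicates individually reaching 50%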;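 note: exported cargo escapes ClpAP degradation while cytoplasmic cargo is degraded and loses fluorescence; 0% = median of neutral control wells and 100% = median of NaSCN control wells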
PKA-R1A act: PKA-R1A complex activation; P00514+P68181; PKA-R1A dissociation, Cy5-IP20 fluorescence polarization; scaled: DMSO 0%, 113 µM cGMP 100%; activation, % at 11.4 µM; 340,000 compounds, 0.083% hits; AID 504707;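 active = percent activation above the mean of all tested compounds plus 3 SD, cut at about 19% in these data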;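 note: higher means more PKAc released from R1A so a rise in polarization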
PfHsp90 yeast 2: inhibits growth of yeast expressing Plasmodium falciparum Hsp90; S. cerevisiae expressing PfHsp90, BacTiter-Glo ATP, 48 h; yeast lacking PDR1 and PDR3 efflux regulators; inhibition, % at 9.4 µM; 310,000 compounds, 0.32% hits; AID 504621;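 active = every replicate shows inhibition above about 80%, whatever the replicate mean, limit read from the data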;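 note: 0% = DMSO neutral controls and 100% = 20 µM radicicol positive controls; yeast relying on Plasmodium falciparum Hsp90 in place of its own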
E coli growth: reduces bacterial viability in AddAB counter-screen. E. coli V3065 growth, OD600 absorbance, 18 h. inhibition, % at 11.9 µM. 330,000 compounds, 0.27% hits;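 active = inhibition above the campaign's mean inhibition across all tested compounds plus 3 SD, cut at about 9.9% in these data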;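 note: uninfected addAB+ strain grown without phage in ampicillin broth; 0% = DMSO wells and 100% = ciprofloxacin 0.95 µg/ml wells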
phage Ecoli inh: E. coli growth loss with phage present. 360,000 compounds, 0.26% hits. inhibition, % at 11.9 µM. growth absorbance. AID 651602; in the data active = inhibition above about 11%
AddAB inh: less growth of phage-infected E. coli with AddAB. E. coli expressing H. pylori AddAB, absorbance growth. inhibition, % at 11.9 µM. 330,000 compounds, 0.29% hits; in the data active = inhibition above about 12%;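 note: 0% = vehicle wells of infected cells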
MOR-DOR ag: OPRM1-OPRD1 heterodimerization agonism | P35372+P41143 | cells, luminescence | activation, % at 9.3 µM | 340,000 compounds, 0.3% hits; in the data active = activation above about 18%;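 note: 0% = vehicle-treated cells and 100% = reference agonist; values of inactives mirror those of a sister screen read the other way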
MOR-DOR inv ag: inverse agonists of human mu-delta opioid receptor heterodimerization; cell-based MOR-DOR heterodimer luminescence, inverse agonism; 340,000 compounds, 0.21% hits; P35372+P41143; inhibition, % at 9.3 µM; in the data active = inhibition above about 22%, passing the limit was not always enough;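 note: 0% = cells with DMSO and 100% = wells without cells with DMSO; values of inactives mirror those of a sister screen read the other way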
Mot1-301 SUMO: blocks SUMOylation pathway, rescuing yeast Mot1-301 growth; S. cerevisiae Mot1-301 growth rescue, ATP luminescence, 38.5C; percent above DMSO median, 100 means doubled; growth rescue, % at 18.8 µM; 320,000 compounds, 1% hits;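 active = every valid replicate shows activation above 250% relative to neutral control wells; inactive = the rest, any valid replicate at or below 250%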;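 note: OY570 slx delta 5 strain wells were the positive control but not used for scaling; some compounds called inactive have numbers as strong as hits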
PKA-R2B act: activates the human PKA-R2B holoenzyme complex | P22694+P31323 | PKA-R2B holoenzyme dissociation, Cy5-IP20 fluorescence polarization; R2B truncated from residue 108, S112A mutant; 0% DMSO only, 100% 113 µM cGMP | activation, % at 11.4 µM | 340,000 compounds, 0.079% hits;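 active = activation above a cutoff set at the mean over all compounds plus 3 SD, cut at about 18% in these data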;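 note: higher means more holoenzyme dissociation and a rise in polarization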
Target sequence (P31323 whole entry, looked up, other chains not shown, the tested form may be a part): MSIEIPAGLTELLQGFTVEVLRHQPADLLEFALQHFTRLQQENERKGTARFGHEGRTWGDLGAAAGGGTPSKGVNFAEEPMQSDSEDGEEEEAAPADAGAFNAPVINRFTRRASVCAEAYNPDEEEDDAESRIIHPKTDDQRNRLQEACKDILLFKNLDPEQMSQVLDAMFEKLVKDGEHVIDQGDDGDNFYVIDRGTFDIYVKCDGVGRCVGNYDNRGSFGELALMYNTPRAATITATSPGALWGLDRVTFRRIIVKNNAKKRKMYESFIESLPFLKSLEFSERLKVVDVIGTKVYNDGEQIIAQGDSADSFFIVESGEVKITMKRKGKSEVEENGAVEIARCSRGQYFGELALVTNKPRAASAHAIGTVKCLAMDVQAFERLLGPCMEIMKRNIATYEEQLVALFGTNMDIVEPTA
Starred values were filed as active, the others as inactive; · = not tested or not shown. Compounds were not picked by outcome. Share with any hit: about 2.2%.

SMILES	HTR5A inv ag	Tat export inh	PKA-R1A act	PfHsp90 yeast 2	E coli growth	phage Ecoli inh	AddAB inh	MOR-DOR ag	MOR-DOR inv ag	Mot1-301 SUMO	PKA-R2B act
CCOC(=O)C(C)Oc1cccc2c(=O)n(CC(=O)N3CCN(C(=O)OCC)CC3)ccc12 (stereo not drawn)	-15	8	9	-16	-0.6	1.6	2.2	-0.1	1	5	-5
CCN(CC)CC#CCOC(c1ccccc1)c1ccccc1	-10	8	-10	47	-1.5	3.0	0.9	1.3	-7	70	0
Cc1cc(NC(=O)CCC(=O)N(CC(=O)NC2CCCC2)Cc2cccs2)no1	-3	-20	-19	7	-1.1	3.4	-1.1	-1.0	5	-9	0
CCC1(C)Cc2ccccc2-c2nc(NCCCO)[nH]c(=O)c21 (stereo not drawn)	0	1	-9	13	-1.6	2.6	1.5	-0.9	5	-15	5
Cc1nc(-c2cccc(NC(=O)c3cc4cc(Br)ccc4oc3=O)c2)cs1	-7	-5	-2	-6	-1.9	1.0	-3.5	-1.7	8	-8	-11
COC(=O)CC(c1ccc(F)cc1)n1c(C)ccc1C (stereo not drawn)	-14	-8	-5	·	0.3	1.8	-0.5	-1.9	9	-13	5
CCCNC(=O)C(Cc1ccc(C(F)(F)F)cc1)NC(=O)c1ccc(C#N)cc1 (stereo not drawn)	-34	-9	8	9	1.1	1.1	0.8	-2.1	12	7	-8
CC(Sc1ccc(S(=O)(=O)N2CCCC2)cn1)C(N)=O (stereo not drawn)	-11	0	1	22	-1.6	3.3	1.6	0.5	-2	-7	-10
Clc1ccc(N/N=C/c2cccnc2)cc1	1	7	-10	29	3.1	1.2	3.2	-4.3	22	19	3
O=C(O)CCCCCNS(=O)(=O)/C=C/c1ccccc1	2	1	3	-1	-1.8	4.3	3.1	-1.7	10	2	3
COc1ccc(S(=O)(=O)N2CCOC2CNC(=O)C(=O)NCCCn2ccnc2)cc1OC (stereo not drawn)	-17	-1	7	-17	3.6	5.1	0.6	0.7	-4	3	5
COc1ccc(NS(=O)(=O)c2cccc(C(=O)N3CCCC3)c2)cc1	-30	-8	-14	·	-0.4	1.6	1.4	-2.6	14	-16	-15
COc1ccc(S(=O)(=O)Nc2ccccc2C(=O)NC(C)C)cc1OC	-13	3	2	20	0.3	1.5	3.6	-2.5	12	-12	-11
COc1ccc(N2CCN(c3ccc(NC(=O)C4CCCCC4)cc3C#N)CC2)cc1	18	2	-7	-20	0.5	-1.7	2.2	0.9	-4	47	-8
Cc1sc(=NC(=O)c2ccco2)n(C)c1-c1ccc(F)cc1	4	-1	-2	13	1.4	5.0	3.7	-2.9	16	·	8
Cc1cc(C)cc(NC(=O)CCCSc2nc3ccccc3[nH]2)c1	-2	-6	0	16	2.2	6.6	11	0.2	-1	-1	-6
CC(C)Cc1nnc(NC(=O)c2cc([N+](=O)[O-])ccc2N2CCOCC2)s1	13	4	4	-9	-1.9	-0.6	0.9	-2.8	15	-4	-6
Cc1ccccc1Cn1cc(NC(=O)c2noc(C(C)C)c2[N+](=O)[O-])cn1	-17	0	-5	17	1.4	2.4	3.0	1.4	-7	245	-1
CCS(=O)(=O)N1CCCC(C(=O)NCCc2ccccc2)C1 (stereo not drawn)	3	2	-2	-4	-1.4	-1.4	1.8	-2.4	14	-13	0
O=C(Nc1ccc(S(=O)(=O)Nc2cnc3ccccc3n2)cc1)c1cc(F)c(F)cc1Cl	1	3	-2	-6	0.6	1.9	1.5	-1.0	5	6	-2
COc1ccc(OC)c(NC(=O)CSc2nnc(-c3cnccn3)n2C)c1	17	5	-8	11	2.8	1.1	2.5	-3.7	19	8	-7
O=C(Cn1cc[n+](Cc2ccccc2)c1)c1ccc([N+](=O)[O-])cc1	4	0	-12	5	5.1	1.1	7.3	2.7	-14	21	-14
Brc1ccccc1C1Nc2cccc3cccc(c23)N1	-2	3	0	-2	-0.9	-0.6	-0.7	6.2	-31	-1	-2
Oc1ccccc1-c1cc(-c2ccccc2)n[nH]1	-15	14	3	38	0.5	1.1	1.1	2.6	-15	338*	-6
COc1ccc(N(C)S(=O)(=O)c2cccc(C(=O)NC3CCC(C)CC3)c2)cc1 (stereo not drawn)	-2	-5	-18	4	1.5	5.7	2.7	1.6	-8	120	7
O=[N+]([O-])c1ccccc1/C=N\N1CCN(Cc2ccccc2Cl)CC1	-7	5	-2	4	1.6	7.8	2.9	0.0	0	40	-7
Cn1c(C(=O)OC(C(=O)NC2CCCC2)c2cccnc2)cc2sccc21 (stereo not drawn)	22	-1	0	-53	-2.2	-1.4	-0.4	-0.7	4	-15	-4
O=C(/C=C/c1c(F)cccc1Cl)N1CCOCC1	4	-1	2	-18	0.0	0.2	4.6	-1.6	5	-5	-2
COCCNC(=O)CC(c1ccccc1)c1ccccc1	6	2	-7	-6	0.2	3.4	-2.2	-1.6	9	-7	0
CCN(CC(=O)Nc1ccccc1C(F)(F)F)C(=O)c1cc(S(=O)(=O)N2CCCCCC2)ccc1OC	3	4	9	·	1.0	3.8	0.7	-2.9	16	156	-9
COc1ccc(-c2cc(C(=O)NC3CCCCC3)no2)cc1OC	-29	-4	3	16	-2.6	0.1	-1.8	-0.9	5	0	1
O=C(CC12CC3CC(CC(C3)C1)C2)NC1CC1	3	0	-4	23	2.8	2.1	1.7	-3.4	17	12	-2
CCC(C(=O)Nc1ccc2[nH]ncc2c1)c1ccccc1 (stereo not drawn)	12	3	-7	-1	-1.2	3.2	1.7	-2.7	13	-19	12
CCN(C(=O)c1cc2cc(OC)ccc2oc1=O)c1ccccc1	11	3	-1	-13	1.8	0.9	0.0	-0.1	1	-13	-11
COc1ccc(N(CC(=O)NCc2ccccc2OC)S(=O)(=O)c2c(C)nn(C)c2C)cc1	-15	-9	-6	-25	-1.3	5.1	0.9	-2.2	13	-6	-5
Cc1ccc(C(=O)N2CCN(c3ccc([N+](=O)[O-])c(NCc4cccnc4)c3)CC2)cc1	-13	3	1	-9	0.3	2.4	1.8	-1.0	6	279	-3
CCC(C(=O)OCC(=O)N(CC)c1c(N)n(Cc2ccccc2)c(=O)[nH]c1=O)c1ccccc1 (stereo not drawn)	19	15	4	12	2.1	0.5	1.9	-0.4	2	15	-3
C=CC[C@H](CC(=O)N(CCO)Cc1ccccc1)C(=O)N[C@H](COC(=O)[C@@H](CC=C)CC(=O)OC(C)(C)C)Cc1ccccc1	8	25	7	-45	-2.8	2.0	2.0	3.3	-18	-3	-3
O=C(O)CSc1nc2ccccc2o1	-8	4	8	8	0.0	3.9	-0.6	-2.4	13	-14	-5
O=C(Cn1nnc(-c2ccccc2Cl)n1)NCc1ccc2c(c1)OCO2	-22	-1	0	20	2.6	-0.4	3.4	-0.6	3	72	-2
Cc1cc(=O)n2nc(N3CCC(C(=O)N4CCN(C)CC4)CC3)sc2n1	5	-3	-15	4	-0.2	1.7	1.5	0.2	-1	1	-13
COc1ccc(C(=O)N2CCN(c3ccc(C(C)=O)cc3F)CC2)cc1S(=O)(=O)NC1CC1	-7	8	-3	11	-2.2	3.3	2.1	-6.4	24	93	-15
CNC(=O)c1c(NC(NC(=O)c2ccco2)C(=O)c2ccc(Cl)cc2)sc2c1CCCC2 (stereo not drawn)	9	-6	-10	·	-2.2	2.2	0.1	0.3	-2	-3	1
N#CC(=C(O)CN1CCN(c2ccccc2F)CC1)c1nc(-c2ccc(Cl)cc2)cs1	-1	-4	-4	-14	·	-0.4	·	-1.4	7	·	3
CC(=O)c1cc(Cl)ccc1OCC(=O)NC1CCCC1	2	2	-3	·	·	4.9	·	-2.2	12	·	-4
CONC(=O)C1CCN(C(=O)OCc2ccccc2)CC1	18	16	3	-15	1.7	5.3	2.9	-2.2	11	6	3
CC12CCC(=O)N1C(C(=O)NCCN1C(=O)S/C(=C\c3ccc(F)cc3)C1=O)CS2 (stereo not drawn)	13	0	-10	·	-0.6	1.5	-1.5	-0.9	5	12	-12
CCOC(=O)C(Cc1ccc(O)c([N+](=O)[O-])c1)N1C(=O)c2ccccc2C1=O (stereo not drawn)	-11	-9	-14	9	·	1.8	·	0.6	-2	·	-11
Cc1cc(C)n(-c2nc3nonc3nc2-n2nc(C)cc2C)n1	24	6	-13	-60	-2.0	0.4	2.0	-1.5	6	225	7
CC1Oc2ccccc2N(CC(=O)Nc2ccccc2F)C1=O (stereo not drawn)	-3	-11	2	-8	0.8	1.2	3.3	-1.5	7	2	6

(listing goes on)
SMILES	HTR5A inv ag	Tat export inh	PKA-R1A act	PfHsp90 yeast 2	E coli growth	phage Ecoli inh	AddAB inh	MOR-DOR ag	MOR-DOR inv ag	Mot1-301 SUMO	PKA-R2B act
CCC(=O)Nc1ccc(-c2csc(C)n2)cc1	-3	-5	-4	17	2.4	5.0	3.9	-1.5	8	18	2
CCCN(C(=O)c1ccc([N+](=O)[O-])c(C)c1)c1c(N)n(Cc2ccccc2)c(=O)[nH]c1=O	-24	-9	-11	-11	1.1	2.3	1.4	-0.4	2	0	-5
Cn1c(SCC(=O)NC(=O)NCc2ccco2)nnc1-c1ccccc1	-13	-1	8	27	1.0	0.9	2.0	-3.0	15	-5	13
CCn1cc(C(=O)NCc2ccco2)c(=O)c2cc(F)c(N3CCN(C(=O)c4ccco4)CC3)cc21	2	1	15	-2	50*	4.2	49*	0.4	-2	-14	4
COc1ccc(NC(=O)Nc2ccccc2F)cc1	16	-1	-4	9	2.5	1.2	2.8	-0.8	5	71	1
Oc1ccc(CCNc2ncnc3ccc(Cl)cc23)cc1	-6	-10	4	3	1.3	2.7	0.0	0.9	-5	9	13
Cc1cccc(NC(=S)NC(=O)c2oc3ccccc3c2C)n1	-8	1	-1	-1	-0.6	-2.7	-0.3	-1.4	8	-1	-2
O=C(COC(=O)CCc1ccc(S(=O)(=O)N2CCOCC2)cc1)Nc1ccc(Cl)cn1	11	-3	4	-16	-3.5	1.8	2.9	-2.8	18	403	-9
O=S(=O)(Nc1ccc(S(=O)(=O)Nc2nccs2)cc1)c1ccc2c(c1)OCCO2	14	-2	7	·	6.2	8.2	9.0	-1.5	7	9	-4
O=C(CN1CCC(N2CCCCC2)CC1)N1CCCc2ccccc21	-18	-1	9	6	-0.1	0.3	1.6	-1.9	11	14	-2
Brc1ccccc1C1CC(c2ccccc2)=Nc2ccccc2N1 (stereo not drawn)	-5	12	1	-17	0.9	3.0	4.0	5.0	-31	14	-1
COc1cccc(C2=NN(C(=O)c3ccccc3)C(O)(C(F)(F)F)C2)c1 (stereo not drawn)	18	1	5	-4	3.3	1.6	1.2	4.1	-22	-6	-9
Cc1ccc(C)c(N2CCN(C(=O)c3cc4sccc4n3C)CC2)c1	-7	13	0	·	-0.5	2.7	1.4	7.7	-41	-6	-1
